Screening data deposited in PubChem by several laboratories.
S1P1 ag-PAM: agonists and agonism potentiators of human S1P1 receptor | P21453 | S1P1 CRE-bla cells, forskolin, beta-lactamase FRET, potentiator mode; S1P1 agonist co-added at EC20, 2 nM; 100% = saturating reference agonist, 0% = basal | activation, % at 9.5 µM | 0.57% of 56,000 active;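 active = activation above a cutoff set at the mean activation of all tested compounds plus 3 SD, cut at about 54% in these data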;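 note: forskolin at 4 µM as EC80 and the EC20 agonist is SEW2871; 100% = SEW2871 at its EC100 plus forskolin at EC80; some compounds past the cut are filed as inactive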
5HT1a antag: 5-HT1a (human) receptor antagonism; P08908; CHO 5-HT1a Ga15 NFAT-bla reporter, antagonist mode; inhibition, % at 10 µM; 0.68% of 62,000 active; AID 612;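 active = inhibition above the mean of all tested compounds plus 3 SD, cut at about 43% in these data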;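 note: receptor stimulated by 5-CT agonist at 100 nM near EC80; beta-lactamase reporter measured by ratiometric fluorescence of a cleavable substrate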
Jurkat viability: reduces viability or proliferation of Jurkat cells | 1.2% of 56,000 active | inhibition, % at 4 µM | Jurkat E6.1 viability, ATP luminescence, 48 h;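 active = inhibition above the mean inhibition of all tested compounds plus 3 SD, cut at about 28% in these data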
5HT1E antag: blocks the human 5-HT1E serotonin receptor; CHO 5-HT1E Ga15 NFAT-bla reporter, FRET, antagonist; 0.99% of 65,000 active; inhibition, % at 6 µM; P28566;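 active = inhibition above a set limit, the mean inhibition across every tested compound plus 3 SD, cut at about 29% in these data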;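 note: signal is the 460 over 535 nm emission ratio of beta-lactamase substrate; 0% = agonist plus DMSO wells and 100% = wells without agonist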
Target sequence (P28566 whole entry, looked up): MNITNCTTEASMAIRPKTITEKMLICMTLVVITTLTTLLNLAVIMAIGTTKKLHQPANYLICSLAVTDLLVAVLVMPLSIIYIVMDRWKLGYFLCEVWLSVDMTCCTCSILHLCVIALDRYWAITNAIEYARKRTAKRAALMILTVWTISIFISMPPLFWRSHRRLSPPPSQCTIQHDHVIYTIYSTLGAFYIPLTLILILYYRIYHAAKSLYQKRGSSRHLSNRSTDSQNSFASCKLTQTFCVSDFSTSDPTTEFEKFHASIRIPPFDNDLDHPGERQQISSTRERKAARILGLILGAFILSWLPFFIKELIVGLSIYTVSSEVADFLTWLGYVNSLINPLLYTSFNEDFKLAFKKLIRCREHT
HTR1A agonist: 5-HT1a (human) receptor agonism; P08908; CHO 5-HT1a Ga15 NFAT-bla reporter, FRET ratio; 0% basal, 100% maximal reference agonist; activation, % at 10 µM; 0.56% of 65,000 active; AID 567;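 active = activation above the screen-wide mean activation plus 3 SD, cut at about 19% in these data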;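 note: 0% = DMSO wells and 100% = 5-CT at EC100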
D1 mod: allosterically modulates the human D1 dopamine receptor; P21728; HEK293 D1, CRE-luciferase, dopamine EC30 potentiation; actives deviate in either direction; B-score at 10 µM; 5.9% of 58,000 active; AID 641;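 active = luminescence count or its row- and column-corrected plate score outside the 99.7% band of the plate's sample wells, on either side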
Target sequence (P21728 whole entry, looked up): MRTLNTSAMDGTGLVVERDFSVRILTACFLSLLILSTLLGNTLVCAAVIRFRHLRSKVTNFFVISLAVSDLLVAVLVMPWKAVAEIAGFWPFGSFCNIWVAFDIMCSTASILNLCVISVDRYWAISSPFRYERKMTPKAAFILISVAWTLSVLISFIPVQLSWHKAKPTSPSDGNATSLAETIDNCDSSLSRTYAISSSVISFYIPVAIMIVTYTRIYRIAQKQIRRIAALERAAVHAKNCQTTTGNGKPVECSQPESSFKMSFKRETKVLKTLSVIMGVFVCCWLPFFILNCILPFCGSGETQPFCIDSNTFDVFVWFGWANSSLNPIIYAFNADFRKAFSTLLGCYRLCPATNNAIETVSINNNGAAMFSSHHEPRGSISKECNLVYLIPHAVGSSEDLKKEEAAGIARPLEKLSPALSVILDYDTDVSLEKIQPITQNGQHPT
HTR1E agonist: agonists of human 5-HT1E serotonin receptor. P28566. CHO 5-HT1E Ga15 NFAT-bla reporter, FRET; 0% DMSO wells, 100% control agonist wells. activation, % at 6 µM. 0.69% of 65,000 active. AID 574;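 active = activation above a set limit, the screen-wide mean activation plus 3 SD, cut at about 8.5% in these data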;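 note: 100% = positive control agonist at 1 µM giving full maximal response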
S1P3 agonist: agonists of human S1P3 receptor | 0.1% of 60,000 active | S1P3 NFAT-BLA reporter cells, agonism, FRET ratio; relative to 1 µM S1P, basal subtracted | activation, % at 4.5 µM | Q99500;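 active = activation above the screen-wide mean plus 3 SD, cut at about 4.5% in these data, passing the limit was not always enough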; note: some compounds called inactive have numbers as strong as hits
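Assay system: CHO cells stably expressing human S1P3, Gα16 and NFAT-β-lactamase reporter. Timing: overnight plating, 4 h compound 37 °C, 2 h substrate RT. Signal: β-lactamase FRET emission ratio 460/535 nm. Measure: percent activation versus median 1 µM S1P response, basal-subtracted, per plate. Repeats: primary screen single test, confirmation screen in triplicate.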
HEK293 NFkB inh: inhibitors of the PMA/ionomycin-induced NF-kB reporter in HEK293 cells. HEK-293 NF-kB luciferase reporter, luminescence. AID 465. 0.21% of 62,000 active. inhibition, % at 3 µM;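 active = inhibition above the mean of all tested compounds plus 3 SD, cut at about 40% in these data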;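 note: 0% = stimulated DMSO wells and 100% = 10 µM reference inhibitor 5653914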
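Material: HEK-293 cells with stable firefly luciferase reporter driven by four HIV NF-kB elements / Also added: PMA plus ionomycin mix as NF-kB-activating stimulus / Compound dosing: 3 µM once, 0.30% DMSO / Times: 1 h pretreatment, 16 h stimulation, 37 °C / Signal: luminescence / Evaluation: per-plate % inhibition versus controls / Benchmarks: DMSO and 10 µM reference inhibitor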
An asterisk follows results filed as active; x = no result given. This is a random part of the collection; 8.3% or so of the library scored in one or more.

SMILES | S1P1 ag-PAM | 5HT1a antag | Jurkat viability | 5HT1E antag | HTR1A agonist | D1 mod | HTR1E agonist | S1P3 agonist | HEK293 NFkB inh
Cc1ccc(CCNC(=O)CC2Oc3ccc(C)cc3NC2=O)cc1 (stereo not drawn) | -31 | -6 | -3 | -9 | 0.9 | 0.13 | 0.3 | 0.7 | -2
CC(=O)c1n[nH]nc1Nc1nc(C)cc(C)n1 | 10 | -4 | 0 | -9 | -2.6 | -0.083 | 1.0 | -0.6 | 18
CC(O)(C#CCN1CCCC1)c1ccccc1 (stereo not drawn) | -5 | 3 | -2 | 3 | -3.0 | -0.29 | 0.0 | -0.4 | 4
O=S(=O)(NCCc1csc(-c2ccccc2)n1)c1ccc2c(c1)OCCO2 | 3 | -20 | -1 | -8 | -1.0 | -0.044 | -0.4 | 0.5 | 3
Cc1cc(C)nc(Nc2nc(=O)c3ccccc3s2)n1 | -25 | 62* | 9 | -15 | 0.6 | -0.71 | 0.8 | -1.0 | 2
COc1cc(NS(=O)(=O)c2ccc(F)cc2)c(OC)cc1NC(C)=O | -20 | -12 | -9 | -5 | -0.8 | 1 | 0.6 | 0.2 | 11
Cc1ccc(-c2noc(CN(C(=O)CCCN3C(=O)c4ccccc4C3=O)C(C)C)n2)cc1 | 17 | -13 | 2 | -9 | 6.4 | -0.55 | 2.2 | -1.2 | 21
CCN1CCN(CCNC(=O)c2cn(C(C)c3ccccc3F)nn2)CC1 (stereo not drawn) | -14 | -3 | -9 | -7 | 1.3 | -0.23 | -0.5 | -0.1 | -1
CC(C)C1N(C(=O)CN2CCCC2)CCN1S(=O)(=O)c1ccccc1 (stereo not drawn) | -4 | 7 | 0 | 0 | -4.4 | -0.7 | -0.8 | -0.2 | 0
CCOC(=O)N1CCC2(CC1)CC(=O)c1c(ccc3oc(C(=O)O)c(C)c13)O2 | -10 | 1 | -9 | -7 | -1.7 | 0.38 | -0.1 | -1.1 | 12
Cc1ccc(S(=O)(=O)N2CCOCC2)c(C)c1-n1cnnn1 | -17 | -16 | -7 | -14 | 1.4 | 0.71 | 0.1 | 0.9 | 18
COc1ccc(N(CC(=O)Nc2cccc(N(C)S(C)(=O)=O)c2)S(C)(=O)=O)cc1OC | -6 | 32 | 13 | 11 | -1.3 | 0.17 | -1.8 | -0.6 | 20
O=C1CC(C(=O)Nc2nccs2)C(c2ccccc2)O1 (stereo not drawn) | x | -14 | x | -3 | -1.5 | -2.3 | 0.5 | x | 17
CCCCN(C(=O)Cn1nnc2ccccc21)C(C(=O)NCCOC)c1ccc(OC)cc1 (stereo not drawn) | 4 | -5 | 3 | -3 | -1.9 | 1.2 | 1.1 | -0.3 | 11
Cc1ccc2c(c1)CCCN2C(=O)c1cccs1 | -1 | 17 | 2 | 2 | 8.6 | 2.6 | -0.7 | -1.5 | 6
O=c1c2c3c(sc2n2cnnc2n1C1CCCCC1)CCC3 | -1 | x | x | 12 | 0.5 | x | -0.2 | -2.3 | x
COc1ccc(-n2c(Cc3cccn3C)nnc2SCC(=O)N2CCC(C)CC2)cc1 | -14 | 2 | 3 | -1 | 0.1 | -0.26 | 0.7 | 0.5 | 6
CCCc1cc(C(N)=O)c(NC(=O)C2CCCO2)s1 (stereo not drawn) | 7 | 12 | 1 | -8 | -1.1 | 0.88 | -1.1 | -1.3 | 4
CCOc1ccc(C(=O)O)cc1OC | -16 | -10 | -6 | 1 | -0.9 | 0.01 | 0.2 | -1.5 | 10
COc1ccc(Nc2cc(C)nc3nc(C)nn23)c(OC)c1 | -11 | 0 | 9 | -2 | 0.1 | -0.35 | 1.0 | -0.6 | 8
CN(C)c1oc(-c2ccc(OCc3ccc(Cl)cc3)cc2)nc1C#N | 9 | -1 | -1 | -37 | -2.0 | -0.7 | -0.7 | -1.4 | 8
O=C(CSCC(=O)N1CCOCC1)Nc1nc(-c2ccc3c(c2)OCO3)cs1 | -22 | 11 | -5 | -6 | -1.8 | -0.61 | 0.6 | -1.8 | 7
CC(Oc1cc(C(F)(F)F)cc(C(F)(F)F)c1)C(=O)NC(N)=O (stereo not drawn) | 6 | 7 | 1 | -4 | -1.7 | 0.79 | 1.0 | 0.4 | 10
CCCS(=O)(=O)N1CCC(C(=O)NCCCN2CCCC2=O)CC1 | -12 | 5 | -4 | -5 | -2.9 | 0.2 | 0.3 | -1.6 | 6
CCOC(=O)c1cc(C#N)c(SCc2ccc(C#N)cc2)nc1C | -7 | 15 | 4 | 10 | -3.6 | 1.4 | -1.3 | -1.0 | 13

Next section
SMILES | S1P1 ag-PAM | 5HT1a antag | Jurkat viability | 5HT1E antag | HTR1A agonist | D1 mod | HTR1E agonist | S1P3 agonist | HEK293 NFkB inh
C/C=C(\C)CN1CCN(c2ccccc2F)CC1 | x | 0 | -6 | -6 | 2.2 | -1.8 | 7.7 | -0.3 | 12
COc1ccc(NC(=O)Nc2nnc(N3CCCCC3C)s2)cc1OC (stereo not drawn) | -18 | 5 | -5 | 3 | 3.1 | -0.032 | 2.6 | -0.8 | 6
CCCC(CCC(=O)NC1CCCCC1)C(=O)O (stereo not drawn) | x | -12 | x | 0 | -0.2 | -1.3 | -0.5 | x | 8
O=C(Nc1ccc(N2CCN(C(=O)c3ccccc3)CC2)c(Cl)c1)c1ccco1 | 34 | 22 | 7 | 15 | -2.9 | x | -1.0 | -0.4 | 12
COc1ccccc1NC(=O)Cc1noc(CN(C)Cc2cccs2)n1 | 19 | -7 | -7 | 1 | -1.4 | 2.1 | -0.3 | 1.0 | 10
CCN(C(=O)Cc1c(C(=O)O)[nH]c2ccccc12)c1cc(OC)ccc1OC | x | 6 | x | -2 | -0.5 | -0.025 | -1.3 | x | 16
CC1CC(C(F)(F)F)n2ncnc2N1 (stereo not drawn) | 9 | x | x | -1 | 0.3 | x | -0.6 | -0.5 | x
CN1CCN(C(=O)CC23CC4CC(CC(C4)C2)C3)CC1 | x | 6 | 1 | -8 | -1.4 | -0.073 | -0.4 | -1.2 | 9
COc1ccc(N2C(=O)CSC2c2ccc3c(c2)OCO3)cc1 (stereo not drawn) | -8 | 1 | 1 | -3 | -2.7 | -0.48 | 0.1 | -0.9 | 4
Cc1cc(C(=O)N2CCOCC2)n(-c2ccccc2)n1 | -12 | -7 | 3 | 1 | 1.5 | 0.32 | 0.4 | -0.6 | -2
CCOC(=O)c1c(C)[nH]c(C)c1C(=O)CSc1nnc(-c2ccncc2)n1C | -5 | -7 | 3 | -1 | -2.9 | 0.3 | -0.3 | -0.6 | 16
Cc1cc(C)nc(NC(=O)Cc2cccs2)n1 | 6 | -6 | -7 | -2 | 0.6 | -0.015 | -0.3 | 0.0 | 6
Cc1ccc(S(=O)(=O)N(CC(=O)NCc2ccco2)Cc2ccccc2F)cc1 | 15 | 11 | -6 | -14 | -0.8 | 0.4 | 0.4 | -0.6 | 6
NC12CC3CC(C1)CC(O)(C3)C2 | -29 | -7 | 3 | -10 | -1.1 | -0.33 | -0.9 | 0.0 | 15
COc1ccc(S(=O)(=O)Cc2ccc(C(=O)N3CCN(C(=O)c4ccco4)CC3)o2)cc1 | -4 | 15 | 10 | -9 | -1.8 | -0.0056 | 0.7 | -0.5 | 10
c1nc2nc3c(c(N4CCOCC4)n2n1)CCCC3 | x | -9 | x | 6 | -1.9 | 0.41 | -0.6 | x | 8
Cc1cc(NC(=O)c2ccc3c(c2)OCCO3)no1 | -13 | 4 | -1 | -4 | -3.0 | -6.4* | -1.0 | -0.2 | 19
Oc1ccccc1Nc1nc(NCC2CCCO2)c2ccccc2n1 (stereo not drawn) | -16 | 17 | 3 | 1 | -2.5 | 1.4 | -0.5 | -0.3 | 5
COc1cc2c(cc1OC)C(C)N(C(=O)C1COc3ccccc3O1)CC2 (stereo not drawn) | 10 | 2 | 4 | 8 | 3.3 | 7.3* | -1.8 | -1.0 | 6
CCOc1ccc(CCNC(=O)c2nnc(Cc3ccc(F)cc3)o2)cc1OCC | 4 | -6 | 8 | 6 | 1.6 | 0.73 | -0.8 | -1.5 | 14
CCCSc1nnc(-c2c[nH]c3ccccc23)n1C | 19 | 11 | 0 | -2 | -1.1 | -1.1 | -0.7 | -1.7 | -8
COC(=O)CNC(=O)c1ccc2c(c1)S(=O)(=O)c1ccccc1C2=O | x | 6 | x | 15 | 1.0 | 1.1 | 6.4 | x | 18
CCOC(=O)c1c(N)c(C#N)cn1-c1ccccc1 | -14 | -5 | -7 | 6 | -1.6 | 20* | 0.1 | 0.5 | 1
O=C(OCC#CCSc1nnc(-c2ccccc2)o1)c1ccco1 | 4 | 7 | 5 | 8 | -3.4 | 0.49 | -0.8 | -0.7 | 6
COCCNc1cc(C)nc2c3c(C)cc(C)nc3nn12 | -18 | 11 | -7 | 9 | -0.3 | 0.95 | 0.3 | 0.8 | 6

Entries listed so far that bear a hit mark in 5HT1a antag.
Molecule,S1P1 ag-PAM,5HT1a antag,5HT1E antag,HTR1A agonist,D1 mod,HTR1E agonist,S1P3 agonist,HEK293 NFkB inh
Cc1cc(C)nc(Nc2nc(=O)c3ccccc3s2)n1,-25,62*,-15,0.6,-0.71,0.8,-1.0,2

(listing goes on)
SMILES | S1P1 ag-PAM | 5HT1a antag | Jurkat viability | 5HT1E antag | HTR1A agonist | D1 mod | HTR1E agonist | S1P3 agonist | HEK293 NFkB inh
O=c1c2ccccc2nc(SCc2cccc(F)c2)n1Cc1ccco1 | -13 | 42 | -4 | -2 | -0.1 | 5.2* | 1.6 | -1.0 | -3
COc1cccc(OC)c1C(=O)Nc1nc2ccc(S(C)(=O)=O)cc2s1 | 8 | x | x | -2 | 1.9 | -0.27 | 0.7 | 2.3 | x
CCCC(=O)NCc1ccc2c(c1)cc(C)n2C | 0 | 3 | 0 | -5 | -2.2 | 1.6 | -0.5 | 0.2 | 1
O=C(CCn1c(=S)[nH]c2ccccc2c1=O)N1CCN(c2ccccn2)CC1 | x | 1 | x | -7 | -1.5 | 0.39 | -0.6 | x | 4
COc1ccccc1NC(=O)Nn1cnnc1 | x | -4 | x | 4 | 0.6 | x | 0.4 | x | 23
Cc1cccc(NC(=O)c2cc(NC(=O)C3CCCCC3C(=O)O)ccc2N2CCCCC2)c1 (stereo not drawn) | x | 3 | -3 | -2 | 0.5 | -1.3 | -0.6 | -0.7 | 7
COc1cc(-c2nnc(SCC(=O)c3ccccc3)o2)cc(OC)c1OC | -60 | -8 | 14 | 16 | -1.9 | 1.8 | 1.6 | -0.5 | 10
COc1ccccc1NC(=O)c1nnn(CC(=O)Nc2cccc(SC)c2)c1N | x | -9 | x | -6 | 1.7 | -0.19 | 0.9 | x | 5
COc1ccccc1CNC(=O)c1nnc(Cc2ccc(Cl)cc2)o1 | 5 | -7 | -3 | -2 | 20* | 0.39 | 0.7 | -1.2 | -5
Cn1nnnc1SCC(=O)Nc1ccccc1Cc1ccccc1 | -3 | 14 | -2 | 6 | -1.9 | 1.9 | 0.3 | 0.6 | -5
CN1C(=O)CSc2ccc(C(=O)O)cc21 | -27 | -5 | -2 | -1 | -3.1 | 0.99 | -0.3 | 0.2 | 1
